Autophagy mod: autophagy modulation, high-content screen. MEF GFP-LC3 puncta imaging; test concentration mostly 10 µM. calls only at 10 µM (by protocol). 0.98% of 190,000 active. AID 463193;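 active means percentage of spot-positive cells more than 3 SD above its plate mean, without a fluorescence outlier flag or 80% toxicity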;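 further: spot-positive cell cutoff set from DMSO-treated cells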
Dynein cargo inh: dynein cargo transport inhibition | z-score, hits read low | 3617.4 mouse cells, GR-EGFP nuclear translocation imaging; test concentration mostly 20 µM; stimulated with dexamethasone, 1 µM; stronger effect = lower value | AID 1381 | 0.47% of 220,000 active;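 active means plate z-score of nuclear minus cytoplasmic receptor signal below a set negative limit, without overly bright fluorescence or cell loss, cut at about -3.5 in these data, passing the limit was not always enough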;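 further: z-score of nuclear minus cytoplasmic ring GR-EGFP intensity difference per well; some compounds called inactive have numbers as strong as hits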
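Buffer or medium: Induction medium lacking tetracycline, stripped serum | Also added: Dexamethasone agonist, 1.0 µM final, for 30 min | Timing: 48 h induction, 1 h compound, 30 min dex at 37 °C | Detection: Formaldehyde fixation, Hoechst nuclear stain, 10x automated fluorescence imaging | Measure: Nuclear versus cytoplasmic GR-EGFP signal, averaged per well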
PMI inhibitors: inhibitors of human PMI, primary screen, biochemical, fluorescence intensity, coupled assay (AID 1209); purified PMI enzyme, coupled fluorescence intensity; higher % means a stronger effect; inhibition, % at 20 µM, or IC50 in µM where a hit was titrated; 0.42% of 190,000 active;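 further: plate controls were DMSO vehicle for no effect and wells lacking substrate for full effect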
PMI inhibition: human PMI inhibitors, high substrate, primary screen, biochemical, fluorescence intensity, high mannose 6-phosphate (AID 1220). recombinant PMI enzyme, coupled fluorescence intensity; higher % means a stronger effect. inhibition, % at 20 µM, or IC50 in µM where a hit was titrated. 0.66% of 190,000 active
Yfh1-off respiration: mitochondrial function rescue without frataxin homolog – Friedreich's ataxia, plus single-dose screen, dose response (AID 1465); S. cerevisiae Yfh1-off respiration, WST-1 reduction, 72 h; higher fold induction means a stronger effect; fold induction at 50 µM, or EC50 in µM where a hit was titrated; 0.074% of 220,000 active;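 active means fold induction of absorbance versus untreated yeast above a set limit, then at least 30% activation at any dose in follow-up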;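 further: activators that raise dye reduction in frataxin-depleted yeast; strong numbers were not always called active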
Ins promoter up: MIN6 insulin promoter up-regulation | 0.3% of 190,000 active | MIN6 insulin promoter-GFP reporter, high-content imaging; stronger effect = higher value | z-score at 5 µM | AID 1625;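 active means z-score above 3 at 5 µM with at least 500 cells counted in the well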
b-catenin transl: beta-catenin nuclear translocation modulation; HeLa beta-catenin nuclear translocation, immunofluorescence imaging; nuclear translocation activity, % at 5 µM; 0.3% of 190,000 active; AID 1665;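 active means nuclear translocation activity above 50% at 5 µM, with a well cell count of 50 or more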;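 further: per-cell ratio of nuclear to cytoplasmic median beta-catenin stain intensity; plate controls were DMSO negative control for no effect and GSK-3 inhibitor IX positive control for full effect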
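test system = HeLa cells, endogenous beta-catenin | dosing = single 5 µM dose plus 0.02–20 µM confirmation series | times = compound treatment 24 h, 37°C, 5% CO2 | technique = beta-catenin immunofluorescence imaging with DAPI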
MT stabilize HCS: microtubule stabilization, imaging screen | HeLa tubulin immunostaining HCS, 24 h; share of cells brighter than vehicle mean+2SD | % tubulin-high responders, % at 10 µM | 0.83% of 200,000 active | AID 2205;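 active means plate Z-score above 3 for both tubulin-high and condensed-nucleus cell shares, with cell loss under 80%, at 10 µM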;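 further: anti alpha tubulin signal scored within the nucleus-defined area of each cell; some results filed as inactive read as strong as hits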
WT yeast gro inh: growth inhibition of WT yeast, mitochondrial fusion screen. inhibition, % at 10 µM. mitochondrial fusion phenotypic screen, WT strain. 2.1% of 190,000 active; in the data active means inhibition above about 58%; tested in S. cerevisiae
WT yeast gro inh mutant strain: also measured in WT yeast gro inh; calls as there; inhibition, %; mitochondrial fusion phenotypic screen, mutant strain inhibition
Dynein cargo inh cytoplasmic EGFP: second read-out of Dynein cargo inh, no call of its own (marks repeat the call); z-score; measured here: cytoplasmic GR-EGFP intensity; stronger effect = higher value
Dynein cargo inh nuclear GR-EGFP: also measured in Dynein cargo inh; calls as there; z-score; measured here: nuclear GR-EGFP intensity;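 lower value marks the stronger effect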
Dynein cargo inh cell count: also measured in Dynein cargo inh; calls as there; z-score; measured here: cell count per field
Ins promoter up cell count: second read-out of Ins promoter up, no call of its own (marks repeat the call); cell count; measured here: cytotoxicity, nuclei count;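 total cells summed across four imaged fields per well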
b-catenin transl cell count 5 µM: recorded beside b-catenin transl, whose call it bears; cell count; measured here: cell count, cytotoxicity flag
MT stabilize HCS Hoechst-high %: also measured in MT stabilize HCS; calls as there; % Hoechst-high responders; measured here: nuclear condensation Hoechst responders;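 share of cells brighter than vehicle mean plus two SD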
MT stabilize HCS cytotoxicity %: also measured in MT stabilize HCS; calls as there; toxicity, %; measured here: cytotoxicity by cell density;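 0% = mean cell density of plate MIN control wells and 100% = no cells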
Autophagy mod cell loss 18 h: also measured in Autophagy mod; calls as there; toxicity, %; measured here: cell loss, nuclei count;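 cell loss after 18 h compound exposure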
* hit, by the source's call; i = inactive; x = no result given; + = active, no number. Unless noted, no stated cut-off is given here; in the data, active means inhibition above about 50%; inactive means the rest.

SMILES	Autophagy mod	Autophagy mod cell loss 18 h	Dynein cargo inh	Dynein cargo inh cytoplasmic EGFP	Dynein cargo inh nuclear GR-EGFP	Dynein cargo inh cell count	PMI inhibitors	PMI inhibition	Yfh1-off respiration	Ins promoter up	Ins promoter up cell count	b-catenin transl	b-catenin transl cell count 5 µM	MT stabilize HCS	MT stabilize HCS Hoechst-high %	MT stabilize HCS cytotoxicity %	WT yeast gro inh	WT yeast gro inh mutant strain
CSc1nc(NCC(C)C)c2c3c(sc2n1)CN(C)CC3	i	4.1	0.0343	-0.108	-0.223	0.41	-4.1%	2.9%	i	-0.17	1235	0.3	1336	2.2	2.2	8.2	34.8	27.0
O=C(Cn1c(=S)[nH]c2ncccc2c1=O)NCCc1ccccc1	i	-3.3	1.7	-0.298	0.89	-0.563	-5.7%	2.3%	i	x	x	-1.1	979	1.7	2.3	5.8	13.0	-0.7
CC1CCCCN1c1nc2nonc2nc1N1CCCCC1C (stereo unspecified)	i	2.9	0.318	0.164	0.0671	0.397	5.8%	6.6%	i	x	x	x	x	4.0	2.1	3.8	7.9	0.7
Cn1cc(SCC(=O)NCC2CCCO2)c2ccccc21 (stereo unspecified)	i	-3.8	0.459	-0.131	0.411	-0.138	15.7%	14.4%	i	1.22	1361	-0.2	1099	7.2	1.0	9.6	7.9	-3.0
CNC(=O)CN(c1ccc(C(C)C)cc1)S(C)(=O)=O	i	-2.1	0.603	0.773	0.801	-0.565	4.4%	-2.3%	i	-0.64	965	0.7	1185	0.6	0.7	4.2	-1.1	2.3
Cc1ccc2nc(-c3ccc4c(c3)OCCO4)cc(C(=O)O)c2c1	i	-6.2	1.63	0.981	2.18	-1.61	-0.6%	-10.8%	i	-0.31	1222	0.8	1047	3.9	1.5	3.3	-22.6	-21.4
CCOC(=O)/C(C#N)=C/C1=C(N2CCOCC2)C(C)(C)OCC1	x	x	3.05	0.401	2.45	-2.64	x	x	i	-0.63	1007	0.7	1325	x	x	x	x	x
O=[N+]([O-])c1cc(S(=O)(=O)C(F)(F)F)ccc1Sc1nc2ccccc2[nH]1	i	-4.3	-1.35	-0.0977	-0.578	0.499	13.4%	13.2%	i	x	x	-3.6	1246	1.6	0.9	2.4	42.7	26.2
OCCN(CCO)c1ncnc2c1sc1nc(N3CCOCC3)c3c(c12)CCCC3	i	-3.2	-1.47	-0.242	-0.747	0.247	18.2%	13.9%	i	x	x	2.6	945	0.8	1.6	3.4	14.5	3.9
CCCSC(=S)NC1CCS(=O)(=O)C1 (stereo unspecified)	i	3.1	-1.85	-0.0684	-0.34	0.977	-5.4%	-0.2%	i	0.32	1534	-1.1	1386	4.3	2.2	1.8	-8.1	1.5
CCc1cccc(N(C(=O)c2csnn2)C(C(=O)NC(C)(C)C)c2ccncc2)c1 (stereo unspecified)	i	22.2	-1.36	-0.098	-0.81	1.65	x	x	i	x	x	0.2	1560	0.7	1.3	4.6	-0.1	4.0
COc1ccc(C(=S)Nc2ccc(N(C)C)cc2)cc1	i	-4.3	0.252	0.266	0.857	0.331	11.2%	6.0%	i	-0.46	963	-0.8	1140	2.6	1.1	6.3	22.2	2.9
Cc1cc(C)c(NC(=O)c2cn3c4c(c(N5CCN(C)CC5)c(F)cc4c2=O)OCC3C)c(C)c1 (stereo unspecified)	i	4.6	0.119	-0.309	-0.276	0.418	-5.1%	-6.9%	i	0.7	1296	-1.1	827	1.9	3.7	8.3	2.1	-22.7
O=C(Nc1ccccc1C(=O)N1CCCCCC1)c1ccccc1Cl	+	-8.8*	-1.47	-0.303	-0.778	1.28	2.5%	-1.4%	i	-0.18	1454	1.1	1554	3.0	2.5	5.0	13.3	8.7
CN(C)c1oc(-c2ccco2)nc1C#N	i	6.7	-0.263	0.243	-0.675	-0.559	3.8%	2.9%	i	-0.49	1396	-5.6	1021	5.1	3.5	9.1	7.4	-1.0
O=C(Nc1ccc(F)cc1)Nc1ccccc1F	i	13.0	0.719	-0.286	0.623	-0.336	-4.5%	-3.6%	i	0.35	1369	-0.9	1476	4.9	2.0	23.7	25.6	-0.7
CC12COC3(C(=O)N4CCN(c5ccccn5)CC4)CC1CCC32C (stereo unspecified)	x	x	-1.07	-0.788	-0.875	0.3	x	x	i	0	870	-0.8	1416	x	x	x	x	x
Cc1ccc(NC(=O)Cc2c[nH]c3ccccc23)cc1S(=O)(=O)N1CCCCCC1	i	6.6	-0.64	-0.226	-0.0786	0.0259	-3.4%	8.9%	i	-0.36	1326	1.0	1128	1.5	2.3	7.9	-3.3	6.4
Cc1c(CNCCc2ccc(Cl)cc2)c(C(=O)O)c(C)n1Cc1ccccc1	i	-2.8	-0.692	-0.227	-0.578	1.05	2.7%	4.8%	i	-0.31	1023	-0.7	1060	3.3	2.2	6.0	3.1	-4.1
O=C(CCc1ccccc1)Nc1ccncc1	i	1.1	-0.223	-0.231	-0.744	0.299	5.4%	-3.2%	i	-0.02	1216	-0.8	1145	2.6	1.3	5.4	5.1	11.3
C/C(=C/C(=O)N1CCc2ccccc21)C(=O)O	i	3.7	0.524	-0.233	0.627	-0.919	6.9%	2.1%	i	1.95	1484	-3.9	972	2.6	2.6	5.3	14.5	23.0
COc1ccc(C(=O)NCCn2cc(SCC(=O)N3CCOCC3)c3ccccc32)cc1	i	-9.9	1.52	-0.309	1.03	0.267	-13.8%	-3.0%	i	x	x	x	x	7.6	1.6	2.6	2.0	0.8
CN(C)S(=O)(=O)c1ccc(-c2cn3ccccc3n2)cc1	i	2.9	-0.381	-0.144	-0.275	0.142	-8.4%	-3.0%	i	0.71	916	-4.0	1153	1.3	1.4	3.7	8.7	6.5
COC(=O)CN1C(=O)C(O)(CC(=O)c2ccc(Br)cc2)c2ccccc21 (stereo unspecified)	i	0.4	-0.516	-0.252	-0.219	0.523	2.9%	0.7%	i	0.04	978	-6.5	1171	1.4	3.3	4.7	0.6	3.1
CCn1c(-c2cc(Br)cc(OC)c2O)nc2cc(S(=O)(=O)N(C)C)ccc21	i	-37.4	1.89	-0.271	1.91	-1.4	1.7%	-4.3%	i	0.16	1566	-6.0	1014	10.0	2.6	9.2	-13.2	3.9
Cc1cccc(C(=O)Nc2cccc(-c3ccc4nncn4n3)c2)c1	i	16.5	-1.01	-0.145	-0.553	0.535	-10.9%	-12.8%	i	0.03	1066	-0.2	1094	1.4	2.6	1.0	-11.9	-12.0
O=C(NCCCN1CCN(c2ccccc2)CC1)Nc1ccccc1C(F)(F)F	i	6.6	-1.04	0.00249	-0.245	0.341	7.2%	-0.9%	i	0.01	999	x	x	0.9	1.4	9.2	-3.9	0.1
CCCCCc1ccc(-c2ccc(/C=C/C(=O)O)cc2)nc1	i	3.4	2.57	-0.214	0.937	-1.24	11.0%	10.6%	i	-0.03	1255	-0.5	967	2.8	2.1	1.8	31.6	32.8
Cc1ccc(-c2nc(CS(=O)CC(=O)NCCCN3CC(C)CC(C)C3)c(C)o2)cc1 (stereo unspecified)	i	14.8	-0.947	-0.182	-0.406	1.2	-8.0%	-9.1%	i	-1.07	892	x	x	6.2	4.7	9.6	10.3	2.8
CCOc1nc(N2CCCCC2)nc(-n2cc(-c3ccccc3)nn2)n1	i	8.1	-0.586	-0.188	-1.09	-0.493	-0.2%	-0.5%	i	-0.52	1636	-0.3	1307	2.1	1.9	7.5	11.0	2.1
CCCn1c(NCc2ccc(C)o2)nc2ccccc21	i	-1.0	-0.642	-0.339	-0.317	0.564	5.5%	11.2%	i	-1.2	1300	-3.2	1180	5.7	4.3	5.6	13.4	-1.4
CN1CCNC(=O)C1CC(=O)NCCc1ccccc1F (stereo unspecified)	i	5.8	0.418	-0.123	0.57	-0.461	0.1%	1.3%	i	x	x	-3.3	1040	1.9	2.5	9.4	0.3	-4.0
CCOC(=O)N1CCN(Cc2ccccc2F)CC1	i	-9.6	1.45	0.0674	1.9	-2.28	10.9%	6.6%	i	-0.65	1238	0.3	1045	1.9	2.2	4.2	-7.1	-1.0
CC(C)(C)NC(=O)C(c1cccs1)N(CC1CCCO1)C(=O)Cn1nnc(-c2cccs2)n1 (stereo unspecified)	i	4.2	2.23	-0.13	0.845	-1.81	-2.2%	4.5%	i	x	x	-3.1	861	2.1	0.7	6.5	9.2	-3.7
O=C(CCNc1ccccc1)c1ccc2c(c1)OCO2	i	4.6	0.804	-0.209	0.216	-0.271	8.1%	2.7%	i	-1.16	1109	4.3	700	1.6	1.6	5.5	-5.6	-10.6
CCCCc1nc2sc3c(=O)[nH]cnc3c2c2c1CCCC2	x	x	-0.438	-0.185	-0.284	0.587	x	x	i	0.1	1387	2.1	1074	x	x	x	x	x
